Screening results as filed in PubChem.
S1P4 ag: S1P4 receptor agonists, primary screen, cell-based | activation, % at 4.98 µM | actives 0.35% (n = 220,000) | AID 1509, 2009 | S1P4-expressing cell line, agonist reporter assay; in the data active means activation above about 11%;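 further: 0% = DMSO vehicle and 100% = reference agonist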
Mdm2 ligase inh: MDM2-luciferase reporter signal enhancers, primary screen, MDM2 E3 ligase inhibitor project, cell-based, luminescence, 1536-well; E3 ubiquitin-protein ligase Mdm2 (Homo sapiens), Q00987; cell-based MDM2 ubiquitination luciferase reporter, 2 h; 0 = plate control, 100 = twice control, blank-subtracted; signal enhancement, % at 5 µM; actives 0.11% (n = 210,000);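 active means signal enhancement of 30% or more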;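 further: luminescence tracks abundance of the self-degrading MDM2-luciferase fusion protein; higher signal means inhibition of MDM2 E3 ligase activity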
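Material: stable MDM2–luciferase fusion reporter cells / Quantity: 2000 cells/well / Dosing: single 5 µM compound dose, 0.2% final DMSO / Buffer or medium: DMEM / Schedule: 4 h cell settling then 2 h compound exposure, 37 °C / Detection: luminescence with SteadyLite reagent, 15 min at room temperature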
BaF3 parental: parental Ba/F3 cell viability inhibition, counter-screen for JAK2V617F inhibitor project, murine pro-B, CellTiter-Glo luminescence; inhibition, % at 5.6 µM; AID 1486, 2009; CellTiter-Glo ATP luminescence; actives 1.1% (n = 220,000);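 active means inhibition above a per-campaign cutoff, the mean inhibition of all tested compounds plus 3 SD, cut at about 27% in these data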;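 further: 0% = DMSO wells and 100% = JAK Inhibitor I control wells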
PERK inh: block of dimerizer-induced PERK translation repression, primary screen, PERK inhibitor project, CHO PERK-DD cells, SEAP luminescence, HTS; Eukaryotic translation initiation factor 2-alpha kinase 3 (Homo sapiens), Q9NZJ5; CHO PERK-DD fusion, SEAP luminescence translation reporter; inhibition, % at 5.6 µM; actives 0.17% (n = 220,000);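 active means inhibition above the mean inhibition of all tested compounds plus 3 SD, set separately per screening campaign, cut at about 2.9% in these data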;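 further: PERK kinase domain activated by AP20187 dimerizer at 100 nM; 0% = DMSO with dimerizer and 100% = rapamycin at 8.4 µM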
Ba/F3 V617F tox: reduced viability of JAK2V617F-dependent Ba/F3 cells, primary screen, JAK2V617F inhibitor project, cell-based, Ba/F3 EpoR-JAK2V617F, luminescence; actives 1.1% (n = 220,000); inhibition, % at 5.6 µM; ATP luminescence;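 active means inhibition above the campaign mean plus 3 SD over all tested compounds, cut at about 24% in these data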;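 further: cytokine-independent growth of Ba/F3 cells driven by EpoR plus mutant JAK2; 0% = DMSO-treated cells and 100% = JAK inhibitor I control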
NPY-Y2 PAM-ag: NPY-Y2 potentiators or agonists, primary screen, cell-based. actives 0.45% (n = 220,000). cells expressing NPY-Y2, potentiator/agonist read-out. activation, % at 3.6 µM. Neuropeptide Y receptor type 2 (Homo sapiens), P49146; in the data active means activation above about 27%;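 further: cells stimulated with NPY near EC25 plus isoproterenol at EC100; 0% = vehicle plus submaximal agonist and 100% = vehicle plus saturating agonist; some results beyond the cut were filed as inactive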
Wee1 degr inh: Wee1 degradation inhibitors, primary screen, cell-based, HeLa, Wee1K328M-luciferase, luminescence; actives 1.2% (n = 220,000); HeLa Luc-Wee1K328M stability; 100% = proteasome inhibitor MG132 effect; AID 1321, 2008; Wee1-like protein kinase (Homo sapiens), P30291; reporter increase, % at 5 µM;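 active means activation above the mean of all tested compounds plus 3 SD, set per screening run, cut at about 8.8% in these data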;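 further: cells exposed to compound for 20 h before luminescence read; 0% = DMSO alone and 100% = MG132 at 30 µM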
eIF4E 4G PPI: eIF4E–eIF4G protein interaction inhibitors, primary screen, biochemical, uHTS, TR-FRET, eIF4GI fragment | Eukaryotic translation initiation factor 4E (Mus musculus) + Eukaryotic translation … | actives 0.37% (n = 220,000) | TR-FRET eIF4E-eIF4GI(517-606) binding, 2 h | AID 782, 2007 | inhibition, % at 21.7 µM;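 active means inhibition above about 30%, limit read from the data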;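 further: 0% = full FRET control wells and 100% = background wells lacking eIF4GI fragment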
Target sequence (P63073 whole entry, looked up, the tested form may be a part): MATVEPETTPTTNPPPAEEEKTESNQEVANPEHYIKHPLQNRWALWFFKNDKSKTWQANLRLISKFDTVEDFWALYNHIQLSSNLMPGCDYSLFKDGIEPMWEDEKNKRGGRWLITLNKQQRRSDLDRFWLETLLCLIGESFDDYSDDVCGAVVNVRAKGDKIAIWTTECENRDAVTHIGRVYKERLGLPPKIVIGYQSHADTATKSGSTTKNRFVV
Target sequence (Q04637 whole entry, looked up, the tested form may be a part): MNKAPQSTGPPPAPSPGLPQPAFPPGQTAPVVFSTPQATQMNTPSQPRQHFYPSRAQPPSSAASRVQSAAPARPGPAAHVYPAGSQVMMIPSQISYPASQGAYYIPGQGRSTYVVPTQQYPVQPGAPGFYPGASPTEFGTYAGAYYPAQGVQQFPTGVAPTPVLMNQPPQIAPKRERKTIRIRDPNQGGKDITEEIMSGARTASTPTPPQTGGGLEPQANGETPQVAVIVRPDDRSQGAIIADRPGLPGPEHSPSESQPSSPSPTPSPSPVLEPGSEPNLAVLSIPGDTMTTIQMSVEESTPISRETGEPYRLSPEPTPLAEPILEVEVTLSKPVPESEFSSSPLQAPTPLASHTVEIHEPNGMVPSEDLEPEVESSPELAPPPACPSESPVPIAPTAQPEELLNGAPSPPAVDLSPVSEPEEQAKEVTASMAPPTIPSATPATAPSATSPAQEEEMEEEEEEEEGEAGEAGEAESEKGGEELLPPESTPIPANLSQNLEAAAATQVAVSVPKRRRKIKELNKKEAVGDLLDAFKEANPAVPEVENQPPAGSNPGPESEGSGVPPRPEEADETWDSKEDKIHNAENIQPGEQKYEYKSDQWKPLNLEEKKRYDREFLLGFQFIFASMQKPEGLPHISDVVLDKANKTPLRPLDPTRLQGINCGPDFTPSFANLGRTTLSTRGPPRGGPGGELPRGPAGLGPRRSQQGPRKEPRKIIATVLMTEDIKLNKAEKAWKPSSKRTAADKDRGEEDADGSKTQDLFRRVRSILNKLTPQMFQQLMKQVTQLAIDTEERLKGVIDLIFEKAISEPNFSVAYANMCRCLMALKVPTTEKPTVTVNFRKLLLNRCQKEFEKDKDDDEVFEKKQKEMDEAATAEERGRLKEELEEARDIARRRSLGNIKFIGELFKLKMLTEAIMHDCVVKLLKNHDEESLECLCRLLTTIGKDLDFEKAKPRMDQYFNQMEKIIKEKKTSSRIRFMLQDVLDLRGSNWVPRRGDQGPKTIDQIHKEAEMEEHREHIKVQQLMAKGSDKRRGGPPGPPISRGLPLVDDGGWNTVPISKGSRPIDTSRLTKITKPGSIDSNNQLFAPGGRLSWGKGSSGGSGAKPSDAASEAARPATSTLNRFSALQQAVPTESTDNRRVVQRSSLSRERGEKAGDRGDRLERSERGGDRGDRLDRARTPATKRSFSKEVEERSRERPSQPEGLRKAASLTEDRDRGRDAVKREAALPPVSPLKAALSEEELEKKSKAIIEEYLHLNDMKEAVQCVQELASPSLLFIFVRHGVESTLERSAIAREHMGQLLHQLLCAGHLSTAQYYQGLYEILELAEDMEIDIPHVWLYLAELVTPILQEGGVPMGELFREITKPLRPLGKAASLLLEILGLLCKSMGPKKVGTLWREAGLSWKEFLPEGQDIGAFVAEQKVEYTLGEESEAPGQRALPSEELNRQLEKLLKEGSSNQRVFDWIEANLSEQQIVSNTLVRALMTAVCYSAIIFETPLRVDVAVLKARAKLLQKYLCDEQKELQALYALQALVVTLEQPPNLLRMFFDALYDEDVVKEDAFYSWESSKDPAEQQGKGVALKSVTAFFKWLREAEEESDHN
S1P4 antag: S1P4 receptor antagonists, primary screen, cell-based | inhibition, % at 4.98 µM | S1P4-expressing cells, antagonist mode, reporter read-out | actives 0.26% (n = 220,000); in the data active means inhibition above about 29%;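 further: 0% = wells stimulated with agonist and 100% = vehicle wells without agonist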
The depositor's hits bear a star; . = not tested or not shown; [ ] = dose if it differs, or a comment. Random draw from the library. Share with any hit: about 4.1%.

SMILES	S1P4 ag	Mdm2 ligase inh	BaF3 parental	PERK inh	Ba/F3 V617F tox	NPY-Y2 PAM-ag	Wee1 degr inh	eIF4E 4G PPI	S1P4 antag
NS(=O)(=O)c1ccc(CCNC(=O)C2CCCN2C(=O)OCc2ccccc2)cc1 (stereo not drawn)	-0.5	-20.1	-3.2	-0.4	-3.4	-4.8	-0.5	-2.0	-25.9
CC(=O)c1ccc(OCC(O)CN2CCCC(C)C2)cc1 (stereo not drawn)	2.1	-4.0	5.0	0.7	-1.5	4.8	-1.2	-3.6[fluorescence artefact?]	-16.3
CCOC(=O)C1CCCN(C(=O)CC(C)c2ccccc2)C1 (stereo not drawn)	-0.5	-13.1	1.1	-0.1	-3.7	-7.3	3.8	-4.9[fluorescence artefact?]	-2.7
COc1ccc2[nH]c(=O)c(-c3noc(-c4ccc(F)cc4)n3)cc2c1	1.4	-11.9	7.5	0.1	2.1	-2.1	-2.0	-4.1	-21.6
Cc1noc(NS(=O)(=O)c2ccc(NC(=O)COc3ccccc3)cc2)c1C	-0.5	-9.0	2.5	0.6	-3.0	-1.3	-2.3	4.8	-12.0
CCOC(=O)C(NC(C)=O)C(=O)Nc1c(C)cccc1C (stereo not drawn)	-1.7	-1.0	2.6	0.8	0.1	-0.9	-2.2	0.5	-5.3
O=C(NNC(=S)NC1CCCCC1)c1ccccc1O	0.8	-6.3	3.4	0.4	0.0	6.4	0.2	-2.2	-11.9
CCOC(=O)C1=C(O)c2ccccc2C(=O)/C1=C\c1ccc(CC)cc1	-3.0	-0.7	3.0	-0.1	0.1	-15.8	4.6	6.4[fluorescence artefact?]	6.8
Cc1ccc(OCCCN2CCOCC2)c([N+](=O)[O-])c1	-0.6	-2.2	5.0	0.9	-1.1	-8.3	-0.7	0.5	-7.9
O=C(C(=O)N1CCCc2ccccc21)c1c[nH]c2ccccc12	-0.7	-13.1	4.4	1.4	1.2	-10.4	-1.1	-0.2	-6.0
O=C(Nc1nc(-c2ccccc2)cs1)c1ccc(N2CCOCC2)c([N+](=O)[O-])c1	-1.5	-23.8	3.6	-0.1	-2.1	12.9	-0.9	2.5[fluorescence artefact?]	-1.1
Cc1cccc(OCCCSc2nc3ccccc3[nH]2)c1	1.5	-16.3	3.8	1.5	-0.6	-11.1	-0.8	0.4	-10.3
Cc1cc(Cl)nc(-c2ccccc2O)n1	1.6	-18.6	-1.8	1.2	-1.8	7.8	0.0	-4.9	8.8
COc1cccc(OC)c1C(=O)Nn1c(-c2cccc(C)c2)nc2ccccc2c1=O	0.8	-14.1	-2.5	0.8	-0.9	-7.4	5.5	-0.6	-18.9
Cc1cccc(Nc2nc(NCCCN3CCOCC3)nc(N)c2[N+](=O)[O-])c1	-0.1	-4.5	0.7	-0.2	-1.4	5.8	-0.4	13.6	0.7
COc1ccc(-c2nnc(SC(C)C(=O)Nc3nccs3)n2-c2ccccc2)cc1OC (stereo not drawn)	1.0	6.7	2.6	-0.1	-2.5	6.6	2.0	0.8	-22.2
Cc1ccc(C)c(C(=O)COC(=O)CCCC(=O)Nc2cc(C(F)(F)F)ccc2Cl)c1	-0.9	1.6	2.5	0.7	-0.6	6.0	-3.4	1.7	-12.2
Cc1ccc(C2OC34CCCCCC3C(C#N)(C(=N)O4)C2(C#N)C#N)cc1 (stereo not drawn)	1.7	.	5.3	0.3	-0.1	-6.6	0.5	6.1	-2.9
O=C(NCc1ccc(F)cc1)c1ccc(Br)o1	0.6	-0.4	5.2	0.1	-2.0	-0.8	-1.3	-1.0	-6.1
COc1ccc(C)cc1NC(=O)CSc1nnc(-c2ccc(OC)c(OC)c2)n1N	-0.7	-12.0	4.7	-0.9	4.0	-2.7	0.3	-0.4[fluorescence artefact?]	-1.9
CCOC(=O)c1cnc2c(c(C)nn2C)c1Oc1ccccc1F	2.2	-11.4	5.0	-0.8	-3.0	-9.1	-1.2	1.8	10.3
CCOC(=O)Cc1csc(SCC(=O)N2CCN(c3ccc(OC)cc3)CC2)n1	0.5	-14.1	0.2	-1.1	-3.3	5.8	-0.4	4.5[fluorescence artefact?]	-11.4
Cc1nn(C)c(Oc2ccc(Cl)cc2)c1C(=O)O	-0.3	-17.8	3.1	0.8	-4.2	-5.7	0.1	.	-1.6
C/C=C/COC(=O)c1[nH]c2c(c1C)C(=O)CC(c1ccco1)C2 (stereo not drawn)	-1.3	-14.6	78.2*	-0.2	78.4*	-21.9	-0.4	7.7	-5.5
CC(C)(C)C(=O)NC(=S)Nc1ccccc1C(N)=O	1.4	6.2	3.9	1.3	1.6	-4.7	10.7*	-1.0	-2.4
O=C(NCc1ccco1)C1CCCN(S(=O)(=O)c2ccc(Cl)cc2)C1 (stereo not drawn)	-3.8	-10.0	0.2	-1.1	-2.7	6.6	2.0	3.0[fluorescence artefact?]	-5.5
CCN(C(=O)CCCC(=O)N(CC)c1ccccc1)c1ccccc1	0.2	11.2	1.4	-0.5	-1.8	2.2	0.0	4.4	-10.8
CCC(=Nc1ccccc1OC)C1=C(O)CC(c2ccccc2)CC1=O (stereo not drawn)	-0.3	-16.7	-0.9	0.1	1.7	-2.6	-2.5	2.9	-1.5
CC1(C)Cc2c(C#N)c(NCCN3CCOCC3)nc(-c3ccco3)c2CO1	-2.9	2.0	9.6	0.4	0.1	-12.9	3.2	2.0	-0.8
COc1ccc(C(=O)CNc2ccccc2CO)cc1	0.5	-19.3	4.4	-0.6	2.4	-3.1	-2.7	-2.0	6.5
CN(Cc1ccccc1)C(=C(Cl)Cl)/C(=C1/NCCN1C)[N+](=O)[O-]	-0.2	1.0	3.3	0.4	1.2	-11.1	-0.3	1.0	-4.2
Nc1nncn1C(=O)CCCOc1ccc(Cl)cc1Cl	-0.9	-11.7	4.9	0.3	-6.8	0.0	0.9	-5.0	-12.9
CCCc1cc(C(=O)OC)c(NC(=O)c2cc(C)on2)s1	-2.1	-6.3	3.1	-0.2	-1.0	8.4	-1.7	3.4	-16.9
Cc1ccc(C(=O)OC2OC(=O)C(Cl)=C2N2CCOCC2)cc1 (stereo not drawn)	0.6	-11.5	2.6	0.3	2.6	3.1	2.8	-9.1	-15.3
CCCN1C(=O)/C(=C\C=C2/Sc3ccccc3N2CCO)SC1=S	-0.1	-29.3	0.7	1.3	-0.6	14.3	0.4	-3.0	3.0
CCn1c(COc2ccc(Cl)cc2)nnc1SC1CCc2ccccc2C1=O (stereo not drawn)	2.6	-8.5	4.2	0.2	2.4	0.9	1.8	-9.7	-23.5
CCOC(=O)C1=C(c2ccccc2)N=c2s/c(=C\c3ccco3)c(=O)n2C1c1cccs1 (stereo not drawn)	0.9	3.9	4.3	-1.3	2.8	-10.2	-1.2	2.3	-8.5
CCOCc1[nH]c(=S)[nH]c(=O)c1Cc1ccc(OC(C)C)cc1	0.7	-7.9	2.5	-0.1	2.5	1.2	1.4	6.7	2.2
Cc1ccc(CNc2cnn(C34CC5CC(CC(C5)C3)C4)c(=O)c2Cl)cc1	2.1	-6.9	2.1	-0.2	1.5	5.2	-1.8	0.9	-1.4
Cc1ccccc1C(=O)N[C@H](C(=O)Nc1ccc(Cl)c(Cl)c1)C(C)C	0.5	-12.0	8.1	0.5	-0.9	10.0	3.9	-2.6	-8.1
COC(=O)NNC(=S)NCc1ccc(C)cc1	0.2	-6.8	0.6	-0.3	-1.4	-16.2	-4.0	-2.5	-17.5
O=C(Cn1c(=O)sc2ccccc21)NCc1ccccn1	0.3	-13.0	2.8	2.2	-0.1	0.8	-0.6	-1.2	-1.0
COc1ccc(-c2c(C#N)c(N)nc3c2c(=O)n(C)c(=O)n3C)cc1	-2.3	-2.5	1.4	0.1	-2.6	12.6	-3.6	5.0[fluorescence artefact?]	-6.6
CCOC(=O)N1CCN(C(=O)CSc2nnc(-c3cccs3)o2)CC1	-2.1	-19.3	7.3	0.0	-1.6	-8.7	6.2	0.8	-12.1
O=C(COC(=O)c1cnccn1)NCCc1ccc(Cl)cc1Cl	-0.2	3.0	5.5	1.9	-3.4	-3.0	-2.5	2.7	-3.9
COC(=O)CN1C(=O)N/C(=C/c2cc3c(cc2OC)OCO3)C1=O	0.0	-15.1	8.6	0.5	2.4	-8.8	1.7	-0.5	-14.4
O=C(Cn1ncc(N2CCOCC2)c(Br)c1=O)c1ccc(Cl)cc1	1.7	-11.0	11.8	0.2	-1.2	3.1	-1.2	3.9	-0.4
COC(=O)C1=C(N)Oc2cc(C)[nH]c(=O)c2C1c1ccncc1 (stereo not drawn)	0.6	-12.3	0.8	-0.4	2.5	5.6	3.1	-0.4[fluorescence artefact?]	-1.4
Cc1ccc(NC(=O)CSc2nc(N)c3cc4c(nc3n2)CCCC4)cc1	0.9	-3.8	6.5	-0.4	3.6	0.5	-1.3	2.6	-25.5
Cc1ccc2c(CSc3nnc(N)s3)cc(=O)oc2c1	-2.1	-12.3	7.0	-0.8	5.2	-13.0	-1.2	12.9	0.7
c1ccc(CC2CCN(c3ncnc4sccc34)CC2)cc1	-0.8	-8.3	43.9*	-0.3	37.1*	1.1	-2.2	-1.4	-31.8
Cc1nnc(N/N=C/c2c(Cl)cccc2Cl)n1N	-0.3	1.8	0.2	0.3	-1.0	1.5	-3.3	9.9	30.2*
CSc1nc2ccc(NC(=O)c3ccc(=O)n(C)n3)cc2s1	-2.1	2.2	9.9	0.3	3.5	3.0	1.0	0.9	-7.1
O=C(Cc1cccs1)N1CCN(c2cccc(Cl)c2)CC1	-1.0	-14.5	4.6	-0.1	0.5	-8.3	-1.9	16.5	4.2
Cc1onc(-c2ccccc2Cl)c1C(=O)N1CCN(c2ccccc2)CC1	2.8	-5.5	4.1	-0.3	-2.5	-14.3	0.8	-7.0	-9.3

Three structures from above, arranged by length of the SMILES, ascending:
SMILES	S1P4 ag	Mdm2 ligase inh	BaF3 parental	PERK inh	Ba/F3 V617F tox	NPY-Y2 PAM-ag	Wee1 degr inh	eIF4E 4G PPI	S1P4 antag
O=C(Cn1ncc(N2CCOCC2)c(Br)c1=O)c1ccc(Cl)cc1	1.7	-11.0	11.8	0.2	-1.2	3.1	-1.2	3.9	-0.4
COC(=O)C1=C(N)Oc2cc(C)[nH]c(=O)c2C1c1ccncc1 (stereo not drawn)	0.6	-12.3	0.8	-0.4	2.5	5.6	3.1	-0.4[fluorescence artefact?]	-1.4
Cc1onc(-c2ccccc2Cl)c1C(=O)N1CCN(c2ccccc2)CC1	2.8	-5.5	4.1	-0.3	-2.5	-14.3	0.8	-7.0	-9.3
